AmpC no deterg: inhibitors of E. coli AmpC beta-lactamase without detergent | P00811 | AmpC nitrocefin hydrolysis, absorbance 480 nm, 0.0001% Triton | Potency, µM (top dose mostly 57.1 µM), inactives show at the top dose activity change, negative = inhibition, hits mostly inhibitors | 330,000 tested, 0.52% active;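 note: potency is the fitted concentration of half-maximal effect; plate controls were no compound for no effect and no enzyme for full effect; nearly all actives have a fitted effect of over 20% in size; some results filed as inactive show a strong effect at the top dose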
Target sequence (P00811 whole entry, looked up): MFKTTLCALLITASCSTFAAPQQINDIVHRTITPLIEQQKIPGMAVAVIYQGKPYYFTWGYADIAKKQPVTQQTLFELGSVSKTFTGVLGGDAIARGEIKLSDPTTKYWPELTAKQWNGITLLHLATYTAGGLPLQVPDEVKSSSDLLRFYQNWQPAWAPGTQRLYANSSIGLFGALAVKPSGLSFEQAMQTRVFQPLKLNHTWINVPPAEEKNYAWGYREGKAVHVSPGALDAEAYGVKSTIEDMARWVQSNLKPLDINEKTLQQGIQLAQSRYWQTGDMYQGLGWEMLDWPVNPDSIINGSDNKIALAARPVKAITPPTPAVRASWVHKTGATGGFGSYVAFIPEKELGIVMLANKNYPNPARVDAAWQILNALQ
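20 mM phosphate pH 7.0 + 0.01% (detergent screen) or 0.0001% Triton X-100; 5.3 nM AmpC reagent; cpd preinc 15 min RT; nitrocefin (800 uM stock) to start; A480 q20 s × 4 min; Activity was normalised to no-enzyme and no-compound control wells.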
Shiga toxin inh: Shiga toxin inhibition | Vero cells, Shiga toxin protein synthesis inhibition reporter | inhibition, % at 38.7 µM | 290,000 tested, 9.2% active | AID 2315; in the data active = inhibition mostly above about 28%, no sharp cut-off; inactive = mostly below about 43%; note: 0% is about no effect
CHX counter: affects cycloheximide protein synthesis inhibition readout, counter-screen; cell reporter, cycloheximide protein synthesis inhibition counterscreen; max response, %; 300,000 tested, 12% active; AID 2314; in the data active = max response mostly above about 13%, no sharp cut-off; inactive = mostly below about 14%; note: read at 38.3 µM for the half of the compounds with a filed dose; 0% is about no effect
Pf growth 48h: inhibits P. falciparum growth in the first generation, 48 h; P. falciparum luciferase growth in erythrocytes, 48 h; Potency, µM (series often up to 28.7 µM), inactives show at the top dose activity change, negative = inhibition, actives largely listed as inhibitors; 310,000 tested, 5.9% active; note: potency is the fitted concentration of half-maximal effect; % is set by controls: 0 for no effect and ±100 for the full control effect
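A one-generation exposure of luciferase-tagged malaria parasites in RPMI 1640/Albumax erythrocyte culture, 37 C and 5% CO2. Inhibition is inferred from decreased luminescence after adding detection reagent.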
LmPK inhibitor: LmPK (Leishmania mexicana) enzyme inhibition; Q27686; purified LmPK, Kinase-Glo ATP luminescence, 1 h; Potency, µM (top dose mostly 57.5 µM), without a hit: top-dose activity change, negative = inhibition, most hits filed as inhibitors; 290,000 tested, 0.37% active; AID 1721; note: potency is the fitted concentration of half-maximal effect; % is set by controls: 0 for no effect and ±100 for the full control effect
Target sequence (Q27686 whole entry, looked up): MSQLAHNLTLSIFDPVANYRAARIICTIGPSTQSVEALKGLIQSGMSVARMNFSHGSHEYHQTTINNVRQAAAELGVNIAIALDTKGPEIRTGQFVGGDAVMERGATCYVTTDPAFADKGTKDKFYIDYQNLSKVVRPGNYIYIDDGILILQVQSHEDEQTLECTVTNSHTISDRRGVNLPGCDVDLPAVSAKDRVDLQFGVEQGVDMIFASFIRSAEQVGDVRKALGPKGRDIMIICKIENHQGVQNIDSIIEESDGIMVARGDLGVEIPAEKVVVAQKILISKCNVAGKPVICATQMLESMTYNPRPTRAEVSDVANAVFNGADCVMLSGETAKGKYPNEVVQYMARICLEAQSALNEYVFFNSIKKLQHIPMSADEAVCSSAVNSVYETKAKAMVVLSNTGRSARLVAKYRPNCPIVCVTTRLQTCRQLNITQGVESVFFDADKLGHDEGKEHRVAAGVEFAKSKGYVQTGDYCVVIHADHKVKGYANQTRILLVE
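Purified LmPK (0.1 nM) with 0.5 mM PEP and 0.1 mM ADP in imidazole buffer pH 7.2 with MgCl2/KCl, 1 h at room temperature. ATP formed was read by luciferase luminescence and normalized to no-enzyme and uninhibited controls.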
Pf growth 96h: inhibits malaria parasite growth, 96 h | P. falciparum luciferase reporter growth, 96 h | 320,000 tested, 6.9% active | AID 504834 | Potency, µM (top dose mostly 28.7 µM), without a hit: at the top dose activity change, negative = inhibition, most hits filed as inhibitors; note: potency is the fitted concentration of half-maximal effect; % is set by controls: 0 for no effect and ±100 for the full control effect
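Infected RBCs, 2% Hct / 0.05% parasitemia final; luciferase-reporter P. falciparum; cpd 96 h, 37 C, 5% CO2; luciferase detection reagent; luminescence.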
TbPYK inhibitor: T. brucei pyruvate kinase inhibition. TbPYK enzyme, Kinase-Glo Plus ATP luminescence, 45 min. Potency, µM (highest dose often 76.8 µM), without a hit: at the highest dose activity, negative = inhibition, hits mostly inhibitors. AID 624173. 410,000 tested, 0.12% active. Q57TT1; note: potency is the fitted concentration of half-maximal effect; % is set by controls: 0 for no effect and ±100 for the full control effect; nearly all actives have a fitted effect of over 50% in size
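Quantitative HTS: titrated library compounds versus trypanosomal pyruvate kinase in TEA buffer (pH 7.2) containing KCl, MgCl2, BSA and Tween-20. Reactions were initiated with ADP, 130 uM final. Kinase-Glo Plus luminescence was read after 45 min at RT.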
Active calls of the source: *; ? = inconclusive; . = no result given; & = joins results of further samples; [ ] = dose if it differs, or a comment. Unless noted, calls come from the whole dose curve; as a rule, active = well fitted curve in the direction sought with a large enough effect; inconclusive = small, poorly fitted or top-dose-only effect, or another doubt; inactive = no such curve, though single readings can be large; an effect the other way counts as inactive or inconclusive.

A first look:
SMILES	AmpC no deterg	Shiga toxin inh	CHX counter	Pf growth 48h	LmPK inhibitor	Pf growth 96h	TbPYK inhibitor
CCOc1ccc(OCCC(=O)OCC(=O)Nc2ccc3c(c2)OCCO3)cc1	-26%	.	.	-2%	.	11%	9%
CCCN1C(=O)/C(=C2/C=Cc3ccccc3N2CC)SC1=S	-21%	-5	11	?	-17%	-27%	-11%
CCOc1ccc(NC(=O)c2ccc(-c3csc(C)n3)cc2)cc1	-36%	11	8	-1%	-4%	-1%	-9%

Main list, from the first entry:
SMILES	AmpC no deterg	Shiga toxin inh	CHX counter	Pf growth 48h	LmPK inhibitor	Pf growth 96h	TbPYK inhibitor
CCOc1ccc(OCCC(=O)OCC(=O)Nc2ccc3c(c2)OCCO3)cc1	-26%	.	.	-2%	.	11%	9%
CCCN1C(=O)/C(=C2/C=Cc3ccccc3N2CC)SC1=S	-21%	-5	11	?	-17%	-27%	-11%
CCOc1ccc(NC(=O)c2ccc(-c3csc(C)n3)cc2)cc1	-36%	11	8	-1%	-4%	-1%	-9%
COc1ccc(C(=O)NCC(c2cccnc2)N2CCN(c3ccccc3OC)CC2)cc1OC (stereo not given)	92%[activator]	-1	-1	?	0%	?	4%
COc1cc(C(=O)/C=C/Nc2ccc(NC(C)=O)cc2)cc(OC)c1OC	14%	1	6	-15%	2%	?	0%
O=C(Nc1nnc(COc2ccc(F)cc2)s1)c1cccs1	-28%	-13	3	14%	-1%	8%	2%
O=C(Nc1cccc([N+](=O)[O-])c1)Nc1cnccn1	0%	-1	-3	2%	-6%	?	-6%
Cn1c(=O)c(=O)n(C)c2cc(N3CCCCC3)c(NS(=O)(=O)c3ccc([N+](=O)[O-])cc3)cc21	-23%	3	-2	-13%	8%	10%	4%
O=C(COC(=O)COc1ccccc1)Nc1ncc([N+](=O)[O-])s1	-20%	.	.	2%	.	-1%	-5%
FC(F)Sc1ccc(NC(=S)NC2CCCCC2)cc1	?	114	31*	.	6%	?	-7%
S=C1NC(c2ccccc2)N2C(=S)NC(c3ccccc3)N12 (stereo not given)	-9%	28	16	2%	27%	.	?
Cc1ccc(C(=O)Nc2nnc(C)s2)o1	-9%	-3	10	.	-4%	11%	3%
Cc1ccc(C2C(C(=O)c3cccs3)=C(O)C(=O)N2CCN2CCOCC2)o1 (stereo not given)	0%	50*	24*	16%	-5%	?	0%
Nc1ccc(C(=O)OCC(=O)NC(=O)c2ccccc2)cc1[N+](=O)[O-]	-21%	.	.	37%[activator]	.	1%	-5%
CCCCn1c(N)c(N(CC(C)C)C(=O)CSc2nnc(-c3ccc(Cl)cc3)o2)c(=O)[nH]c1=O	-27%	.	.	14%	.	38%[activator]	4%
CC(=O)N/N=C/c1cc(C(C)C)cc(/C=N/NC(C)=O)c1O	-15%	-8	-3	24%	1%	14%	-2%
O=C(O)c1cn(Cc2ccccc2)c2ccc(Cl)cc2c1=O	-36%	.	.	?	.	0%	2%
Nc1nccnc1C(=O)OCC(=O)Nc1cccc(S(=O)(=O)N2CCCCC2)c1	-34%	-8	-3	5%	3%	?	1%
C=CCN(CC=C)C(=O)c1ccc(OC2CCN(Cc3ccccn3)CC2)cc1	52%	-14	-2	-5%	0%	?	1%
CCCC(=O)C1=C(O)C(C(=O)OC)C(C)(C)CC1=NC(C)C (stereo not given)	1%	-9	-1	-11%	-3%	15%	0%

Reformatted as labelled records: 3 of the compounds above.
> CCOc1ccc(OCCC(=O)OCC(=O)Nc2ccc3c(c2)OCCO3)cc1
  AmpC no deterg: -26%
  Shiga toxin inh: .
  CHX counter: .
  Pf growth 48h: -2%
  LmPK inhibitor: .
  Pf growth 96h: 11%
  TbPYK inhibitor: 9%
> CCCN1C(=O)/C(=C2/C=Cc3ccccc3N2CC)SC1=S
  AmpC no deterg: -21%
  Shiga toxin inh: -5
  CHX counter: 11
  Pf growth 48h: ?
  LmPK inhibitor: -17%
  Pf growth 96h: -27%
  TbPYK inhibitor: -11%
> CCOc1ccc(NC(=O)c2ccc(-c3csc(C)n3)cc2)cc1
  AmpC no deterg: -36%
  Shiga toxin inh: 11
  CHX counter: 8
  Pf growth 48h: -1%
  LmPK inhibitor: -4%
  Pf growth 96h: -1%
  TbPYK inhibitor: -9%

More results.
SMILES	AmpC no deterg	Shiga toxin inh	CHX counter	Pf growth 48h	LmPK inhibitor	Pf growth 96h	TbPYK inhibitor
O=c1c2sc3nc(N4CCOCC4)c4c(c3c2ncn1-c1ccccc1)CCCC4	40%	-18	-3	?	0%[11.5 µM]	31%[activator]	3%
CCOC(=O)c1c(S(=O)(=O)Nc2ccc(C)cn2)c(C)n(C)c1C	-17%	5	5	17%	2%	10µM*	-24%
Cc1ccc(-c2nnn(CCC(=O)N3CCCCC3C)n2)cc1 (stereo not given)	24%	73*	17*	50%[activator]	3%	?	2%
CCOC(=O)CCc1c(C)nc2c(c(C)nn2-c2ccccc2)c1C	-14%	-19	-8	-9%[0.00184 µM]	-3%	?	-8%
COc1ccc(C(=O)NCc2nnc(SCC(=O)Nc3ccccc3OC)n2C)cc1	0%	-3	1	8%	-1%	?	-1%
CC(C)(C)SC(=O)CC1NS(=O)(=O)OC2CCCCC12 (stereo not given)	-16%	-12	-2	-16%	12%	-23%	-2%
CCN(CC)S(=O)(=O)c1ccc(-c2nnc(SCC(=O)N3CCOCC3)o2)cc1	37%	-6	1	?	-6%	8.3µM*	0%
CCc1nc(SCc2cc(Cl)ccc2OC)n[nH]1	-24%	-3	-2	?	3%	0%	-6%
Nc1ccc2c(c1)COc1ccccc1O2	-18%	88*	16*	58%[activator]	-3%	22%	-11%
CC1CCN(CCOc2ccc(Cl)c(Cl)c2)CC1	-2%	27	3	1%	-5%	7%	1%
CC(C)(C)c1ccc(C(=O)/C(C#N)=C/c2cccs2)cc1	-37%	73*	33*	4%	-13%	-21%	3%
CN(C(=O)COC(=O)Cn1c(C(F)(F)F)nc2ccccc21)c1c(N)n(Cc2ccccc2)c(=O)[nH]c1=O	17%	-38	-5	25%	-11%	29%	-8%
COc1cc(CNc2ccc(N3CCCC3)cc2)ccc1OCc1ccccc1F	-27%	173*	64*	?	-21%	?	-34%
Cc1cnc(CN(C)Cc2c(C(=O)N3CCCCCCC3)nc3ccc(Cl)cn23)[nH]1	20%	20	-2	?	3%	?	-3%
Cn1c(SCc2cccc([N+](=O)[O-])c2)nc2ccccc2c1=O	11%	.	.	5.2µM*	.	10µM*	5%
COc1ccc(S(=O)(=O)N(CC(=O)O)Cc2ccccc2)cc1OC	-12%	-13	-6	-3%	-3%	100%[activator]	-12%
COc1cccc2sc(NC(=O)c3ccc(S(=O)(=O)N4CCOCC4)cc3)nc12	112%[activator]	4	-2	-14%	4%	-2%	5%
Cc1cccc(C)c1NC(=O)c1sccc1SCc1cccc(C(F)(F)F)c1	-11%	-3	2	?	1%	?	-4%
NS(=O)(=O)OCc1ccc(C(F)(F)F)cc1	1%	2	-3	51%[activator]	1%	0%	7%
O=C(Nc1nc(-c2ccccc2)cs1)c1cccnc1	-13%	27	18	-30%	5%	.	3%
O=C(CSC1=NS(=O)(=O)c2ccccc2N1)NCc1ccc(F)cc1	-40%	.	.	5%	.	26%	3%
O=C(NC(=S)NCC1CCCO1)c1ccccc1[N+](=O)[O-] (stereo not given)	-5%	12	2	8%	-2%	-29%	3%
Cc1ccc(C(=O)Oc2ccc(C(=O)COC(=O)C3CC(=O)N(Cc4ccco4)C3)cc2)cc1 (stereo not given)	54%	68*	29*	-16%	6%	?	-4%
CCC1CCCCN1CCCNC(=O)C1CCN(Cc2nc(-c3ccc(Cl)cc3)oc2C)CC1 (stereo not given)	82%[activator]	-5	-1	5.2µM*	11%	-11%	2%
O=C1CC(Sc2nnc(-c3ccccc3O)o2)C(=O)N1c1ccccc1 (stereo not given)	-37%	51	2	17%	-3%	56%[activator]	-8%
Cc1cc(N)n(-c2ccc(S(=O)(=O)N3CCOCC3)cc2[N+](=O)[O-])n1	20%	19	-2	-4%	4%	-14%	9%
COc1c2c(cc3oc(=O)ccc13)OC(C)(C)C=C2	-50%	40*	20*	7%	0%	0.0047µM*	2%
Cc1ccc(N(CC(=O)NCCSc2ccccn2)S(C)(=O)=O)cc1	0%	21	2	-20%	2%	56%[activator]	1%
COc1ccc(NC(=O)c2cc(OC)c(OC)cc2OC)c(S(=O)(=O)N2CCOCC2)c1	-20%	7	-4	7%	4%	-3%	9%
O=C(Nc1ccc(Cl)cn1)c1cccc(S(=O)(=O)N2CCOCC2)c1	-2%	1	7	10%	-1%	.	-1%
CC(Oc1ccc(Cl)cc1Cl)C(=O)NC1=NN(c2ccccc2)C(=O)C1 (stereo not given)	-43%	-18	-4	6%	1%	-10%	-12%
CCc1ccc(CCC(=O)Nc2ccccc2C(=O)O)o1	-25%	75*	40*	-15%	-6%	?	-6%
CCN(C(=O)CSc1nnc(-c2ccc(OC(F)F)cc2)n1N)C1CCS(=O)(=O)C1 (stereo not given)	-17%	.	.	9%	.	7%	5%
CC(C)COP(=O)(OCC(C)C)C(O)c1ccc2c(c1)OCO2 (stereo not given)	47%	-5	-2	6%	0%	2%	0%
COc1ccccc1OCCOCCOc1ccccc1Cl	-5%	-8	-3	-5%	2%	33%[activator]	-6%
O=C(O)c1ccc(CNS(=O)(=O)c2ccc(Oc3ccccc3Cl)cc2)cc1	-28%	-11	-1	-5%	-1%	?	-4%
COC(=O)N/N=C/c1cc(C)n(-c2ccc(F)cc2)c1C	-12%	88*	37*	-2%	-2%	11%	0%
Cc1[nH]c2ccc(F)cc2c1CCNC(=O)C1CCCCC1C(=O)OCC(F)(F)F (stereo not given)	-14%	-15	-4	-8%	2%	35%[activator]	-1%
Cc1cc(C)n(C2CC(=O)N(c3cccc(Cl)c3)C2=O)n1 (stereo not given)	-34%	3	-3	35%[activator]	-1%	-24%	0%
CCSC1=N/C(=C\c2cccc(F)c2)C(=O)S1	-30%	12	9	-1%	-1%	26%	-5%
Cc1ccc2c(COC(=O)CNC(=O)c3ccccc3)cc(=O)oc2c1	-16%	28	36*	41%[activator]	1%	48%[activator]	2%
O=C(CSCc1ccc([N+](=O)[O-])cc1)NN=C1CCCCCC1	-27%	-3	2	-5%	2%	?	-17%
O=C(Nc1cc(-c2nc3ncccc3o2)ccc1Cl)c1ccc2c(c1)OCO2	-8%	.	.	2%	.	33%[activator]	-8%
O=C(NCCc1ccc(Cl)cc1)c1ccc(CS(=O)Cc2ccccc2Cl)o1 (stereo not given)	115%[activator]	15	8	-1%	-1%	?	-1%&-2%
COC(=O)CC1C(=O)NCCN1C(=S)Nc1ccccc1Cl (stereo not given)	-22%	-8	9	8%	0%	?	-4%
Cc1oc2c(c(C)cc3oc(=O)c(CC(=O)N[C@@H](CC(C)C)C(=O)O)c(C)c32)c1C	16%	-2	2	22%	5%	30%[activator]	-6%
CC(C)CC(NC(=O)C(CO)NC(=O)C1CCC(=O)N1)C(N)=O (stereo not given)	-3%	28	6	1%	0%	10µM*	0%
Cc1ccc(S(=O)(=O)N2CCOCC2)cc1C(=O)NCc1cn2ccsc2n1	2%	-4	5	11%	7%	?	-6%
CCOc1ccccc1NC(=O)NCc1ccc2c(c1)OCO2	-21%	-4	1	8%	-6%	?	-16%

High-throughput results from PubChem.
